HDAC3 inh – inhibitors of human histone deacetylase 3; O15379; 0.15% of 320,000 active; recombinant HDAC3, fluorogenic peptide/trypsin coupled, fluorescence; inhibition, % at 8.3 µM; AID 2718; in the data active means inhibition above about 26%, passing the limit was not always enough; inconclusive means no clear call, values can overlap the other calls
KCNK9 inh – blocks the human KCNK9 two-pore domain potassium channel; 1.2% of 310,000 active; B-score at 10 µM; HEK293 KCNK9, FluxOR thallium flux fluorescence; active compounds read low; Q9NPC2;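 active means ratio B-score over 3 SD below the library mean, with starting fluorescence within 5 SD of its mean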;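 further: negative B-score means less thallium flux so channel inhibition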
Target sequence (Q9NPC2 whole entry, looked up, the tested form may be a part): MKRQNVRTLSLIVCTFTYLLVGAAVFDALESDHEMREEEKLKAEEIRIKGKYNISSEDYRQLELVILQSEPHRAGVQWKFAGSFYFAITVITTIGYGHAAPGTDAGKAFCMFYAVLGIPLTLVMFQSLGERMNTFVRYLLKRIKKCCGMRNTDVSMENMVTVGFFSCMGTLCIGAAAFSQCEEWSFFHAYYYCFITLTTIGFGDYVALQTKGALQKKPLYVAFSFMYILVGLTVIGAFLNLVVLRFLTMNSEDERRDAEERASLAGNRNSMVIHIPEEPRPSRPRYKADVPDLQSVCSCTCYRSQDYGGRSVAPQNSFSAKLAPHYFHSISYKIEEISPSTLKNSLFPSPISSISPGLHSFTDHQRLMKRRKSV
KCNK3 inh – human KCNK3 channel inhibition, primary screen | CHO-KCNK3 thallium flux, FluxOR fluorescence; active compounds read low | B-score at 10 µM | 0.84% of 340,000 active | AID 602410;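 active means B-score under library mean minus 4 SD, starting fluorescence ratio at most library mean plus 5 SD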;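 further: more negative B-score means stronger inhibition of thallium flux through KCNK3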
Target sequence (O14649 whole entry, looked up): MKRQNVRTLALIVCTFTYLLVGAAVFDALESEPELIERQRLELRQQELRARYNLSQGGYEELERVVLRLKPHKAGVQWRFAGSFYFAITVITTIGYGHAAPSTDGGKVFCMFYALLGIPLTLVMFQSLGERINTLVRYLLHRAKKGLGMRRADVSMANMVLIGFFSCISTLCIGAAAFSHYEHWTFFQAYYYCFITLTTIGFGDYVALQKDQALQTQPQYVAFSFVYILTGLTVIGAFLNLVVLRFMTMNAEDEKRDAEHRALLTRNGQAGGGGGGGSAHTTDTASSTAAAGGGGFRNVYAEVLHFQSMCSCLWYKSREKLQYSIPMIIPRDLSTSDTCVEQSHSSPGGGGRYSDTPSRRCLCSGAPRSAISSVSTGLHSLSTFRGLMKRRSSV
KCNQ1 block – human KCNQ1 channel inhibition. B-score at 10 µM. 1.3% of 310,000 active. P51787. CHO-K1 KCNQ1, FluxOR thallium flux fluorescence; active compounds read high;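 active means compounds whose thallium flux B-score, printed positive for inhibition, exceeds three library SD while starting fluorescence stays within three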;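 further: channel opened by potassium depolarization with thallium stimulus after 20 min compound exposure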
GSK3 alpha inh – human GSK-3 alpha kinase inhibition | 0.1% of 320,000 active | P49840 | ADP-Glo luminescence, 60 min | inhibition, % at 10 µM | AID 2650;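 in the data active means inhibition above about 50%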;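 further: GST-tagged GSK-3 alpha with peptide substrate and 25 µM ATP; 0% = DMSO neutral wells and 100% = GW8510 positive control wells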
GSK3B inh – blocks human GSK3beta kinase activity | AID 2097 | 0.038% of 300,000 active | GST-GSK3beta kinase, ADP-Glo luminescence, 60 min; active compounds read low | activity score (negative = inhibition), % at 10 µM | P49841;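 active means more than half of replicate wells score below -50%, meaning over 50% inhibition versus plate controls; inconclusive means some replicates but at most half score below -50%; inactive means no replicate scores below -50%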;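 further: 0% = median DMSO wells and -100% = median GW8510 positive control wells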
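Test system: GST-tagged human GSK3beta kinase, cell-free; evaluation: activity score scaled between in-plate DMSO and GW8510 controls; measured by: ADP-Glo luminescence; incubation: 60 min reaction, RT; benchmarks: DMSO and 20 µM GW8510; reagent: peptide substrate plus 25 µM ATP (final); medium: Tris/MgCl2 kinase buffer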
Dyrk1A ADPGlo – blocks rat Dyrk1A kinase activity. Q63470. ADP-Glo luminescence, NFATc1 peptide. inhibition, % at 12.5 µM. 0.43% of 310,000 active. AID 504441; in the data active means inhibition above about 50%;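 further: plate controls were vehicle with enzyme for no effect and no enzyme for full effect; many of its hits are not listed in these tables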
KCNQ1 act – potentiates or activates the human KCNQ1 potassium channel; CHO-K1 KCNQ1, thallium flux FluxOR fluorescence; active compounds read high; B-score at 10 µM; 0.35% of 310,000 active;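 active means fluorescence ratio B-score, a plate-corrected score, at least three library SD, with initial intensity B-score within 5 SD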
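Assay system: stable KCNQ1 CHO-K1 line; medium: assay buffer, equal DMSO in all wells; timing: 90 min dye loading and 20 min compound exposure, both at room temperature; technique: kinetic FluxOR thallium fluorescence, 10-s 1-Hz baseline, 110-s post-stimulus read; read-out basis: B score of baseline-normalized fluorescence ratio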
hERG rescue – shields human hERG channel from block by proarrhythmic agents; 0.51% of 310,000 active; CHO-hERG, FluxOR thallium flux, dofetilide IC70 present; activation (rescue from dofetilide block), less the hit threshold, % at 10 µM; AID 1511;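 active means activation above the mean of controls blocked by dofetilide plus 5 SD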;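 further: thallium influx through hERG after potassium depolarization seen as dye fluorescence rise; in these data hits start at about 4.7%; inactives centre near -7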
PolyA inhibitor – blocks polyadenylation in yeast reporter cells | AID 1875 | S. cerevisiae SKY197-pL101 polyadenylation reporter, beta-gal luminescence; efflux-impaired pdr1/pdr3 knockout yeast; score 100 = 6 SD above DMSO | calls only at 12 µM | 0.02% of 300,000 active;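 active means lowest replicate activity score at least 50, where 100 means six control SD above control mean; inconclusive means lowest score under 50 but half or more replicates reach 50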;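 further: yeast exposed to compound for 9 h at 30 °C; higher score means more reporter readthrough which indicates perturbed polyadenylation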
RGS4 act – RGS4 potentiation or activation. B-score at 10 µM. HEK293 M3R/inducible RGS4, carbachol calcium flux Fluo4; active compounds read low. AID 463111. 0.92% of 310,000 active;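 active means B-score of the integrated calcium signal more than 4 SD below the library mean, with starting fluorescence not abnormally high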;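 further: negative B-score means reduced calcium response which marks RGS4 activation or potentiation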
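Material: Inducible-RGS4 HEK293 cells carrying M3 receptor; also added: carbachol at ECmax as muscarinic agonist stimulus; incubation: compound preincubation 20 min at room temperature before agonist; signal: Fluo4-AM (2 µM) calcium-flux fluorescence, kinetic read; measure: integrated calcium ratio converted to B score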
* marks the source's active call; other numbers are inactive results; i = inactive; u = inconclusive; x = not tested or not shown. Not all compounds are listed, so the mix of outcomes need not match the whole.

entry	canonical_smiles	HDAC3 inh	KCNK9 inh	KCNK3 inh	KCNQ1 block	GSK3 alpha inh	GSK3B inh	Dyrk1A ADPGlo	KCNQ1 act	hERG rescue	PolyA inhibitor	RGS4 act
1	O=[N+]([O-])c1cncc([N+](=O)[O-])c1Nc1ccccc1Cl	-5	i	i	i	x	-3	0	i	-13	i	i
2	COc1ccc(-c2sc(Nc3ccc(F)c(F)c3F)nc2CCC(=O)NN)cc1	2	i	i	i	6	2	0	i	-9	i	i
3	Cn1c(=O)c(=O)n(C)c2cc(S(=O)(=O)CCC(=O)Nc3c(F)c(F)c(F)c(F)c3F)ccc21	-2	i	i	i	0	-1	-3	i	-7	i	i
4	Cc1ccc(S(=O)(=O)N2CCC(NC(=O)OC(C)C)CC2)cc1	5	i	i	i	-1	-3	0	i	-7	i	i
5	Cc1ccc(NC(=S)N2CCn3cccc3C2c2cccnc2)cc1 (stereo unspecified)	-5	i	i	i	-1	3	2	i	-10	i	i
6	CC1CCN(S(=O)(=O)c2ccc3c(c2)c(=O)c(C(=O)N2CCCCC2)cn3C)CC1	3	i	i	i	-1	0	-2	i	-9	i	i
7	O=C(CSc1ccc2nnc(CCNC(=O)c3ccccc3)n2n1)NCc1ccco1	1	i	i	i	-1	-2	1	i	-6	i	i
8	CC(C)(C)C(=O)Cn1c(NCCCO)nc2ccccc21	-1	i	i	i	0	2	4	i	-4	i	i
9	Cc1ccc(OC(=O)c2ccc3nc(C)sc3c2)cc1	u	i	x	i	0	2	x	i	-6	i	i
10	O=C(CCC(=O)OCC(=O)c1ccccc1)Nc1cccc2cccnc12	0	i	i	i	-4	0	0	i	1	i	i
11	CCN(CC)Cc1c(O)ccc2c(=O)c(Oc3ccccc3OC)c(C)oc12	-79	i	i	i	-4	-4	1	i	-7	i	i
12	O=C(N/N=C/c1cc([N+](=O)[O-])ccc1N1CCCCCC1)c1ccccn1	2	i	i	i	-1	-2	2	i	-21	i	i
13	CC(=O)Nc1nc(C)c(CCCOc2ccc([N+](=O)[O-])cc2)c(=O)[nH]1	-3	i	i	i	0	-4	2	i	-8	i	i
14	CCOC(=O)CNC(=O)COc1coc(CN2CCN(c3ccc(F)cc3)CC2)cc1=O	-12	i	i	i	4	-6	5	i	-1	i	i
15	COc1cc(NC(=O)CN2C(=O)NC(C)(c3ccc(OC(F)F)cc3)C2=O)cc(OC)c1OC (stereo unspecified)	6	i	i	i	-3	2	-3	i	-16	i	i
16	Cc1[nH]nc2c1C(c1cccs1)C(C#N)=C(N)O2 (stereo unspecified)	3	i	i	i	3	-5	-2	i	-1	i	i
17	COC(=O)CCn1nnc(-c2ccc(C)cc2)n1	12	i	i	i	x	-2	-1	i	-7	i	i
18	CC(NC(=O)c1ccc2ccccc2n1)c1ccc(Br)cc1 (stereo unspecified)	2	i	i	i	0	2	-4	i	-6	i	i
19	CSc1cc(C)n(-c2ccccc2C)c(=S)c1C(C)=O	-13	i	i	i	0	3	-2	i	-6	i	i
20	CC(C)SC1=NC(C)(C)C=C(/C=C/c2ccc(Cl)cc2Cl)N1	4	i	i	i	-3	-4	3	i	-7	i	i
21	O=C(CN1C(=O)C2C3C=CC(C3)C2C1=O)NCCN1CCCc2ccccc21 (stereo unspecified)	-5	i	i	i	1	1	-1	i	-1	i	i
22	CCOC(=O)C1(Cc2ccc(Cl)cc2)CCN(Cc2cn(CC)nc2C)CC1	x	i	i	i	0	2	-1	i	-11	i	i
23	C/C=C(\C)C(=O)NCCN1C2=NC[C@H](C)N2C[C@@H]1Cc1ccc(OC)cc1	-2	i	i	i	-9	3	3	i	-2	i	i
24	CCCCCC1C/C(=N\O)C=C(C)C1C(=O)OC (stereo unspecified)	1	i	i	i	-3	1	9	i	-2	i	i
25	CC(=O)Nc1ccc(S(=O)(=O)NC(C)c2ccccc2)cc1 (stereo unspecified)	7	i	i	i	-2	3	-1	i	-5	i	i
26	CC1CCCC(NC(=O)CCn2c(=S)oc3ccccc32)C1C (stereo unspecified)	-3	i	i	i	x	1	-5	i	-14	i	i
27	O=C(NCc1ccccn1)c1cc(-c2ccc(-c3ccccc3)cc2)nc2ccccc12	-26	i	i	i	1	-2	2	i	-15	i	i
28	Cc1nc2ncccn2c1-c1csc(Nc2ccc(N(C)C)cc2)n1	x	i	i	i	x	2	15	i	-7	i	i
29	CC(C)(C)c1cc(Cl)ccc1OCCn1ccnc1	6	i	i	i	9	0	2	i	0	i	i
30	CS(=O)(=O)Nc1ccc(Cc2ccc(NS(C)(=O)=O)cc2)cc1	1	i	i	i	-3	-2	-1	i	-5	i	i
31	CC(C)C(NC(=O)C(Cc1ccccc1)NC(=O)OCc1ccccc1)C(=O)O (stereo unspecified)	-3	i	i	i	-2	8	-11	i	-3	i	i
32	Cc1cc(C)cc(OCC(=O)NCCc2nc3ccccc3[nH]2)c1	0	i	i	i	-1	3	x	i	-12	i	i
33	CCc1cc2cc(C)cc(C)c2nc1SCC(=O)NNC(=O)c1ccco1	10	i	i	i	0	1	-6	i	-5	i	i
34	CC(=O)c1sc(N/N=C\c2cccc(Br)c2)nc1C	-2	i	i	i	3	-1	-7	i	-13	i	i
35	CCCC(=O)Nc1ccc(NC(=O)c2ccccc2OC)cn1	7	i	i	i	0	-1	-6	i	-6	i	i
36	O=C(Nc1ccc2c(c1)OCCO2)c1cnccn1	-3	i	i	i	1	0	10	i	-11	i	i
37	CC(C)(C)NC(=O)NC(=O)CN1CCN(c2cccc(Cl)c2)CC1	-1	i	i	i	0	2	-2	i	-6	i	i
38	CCCC(C)NC(=O)COC(=O)c1cc(Br)c(Br)s1 (stereo unspecified)	0	i	i	i	-1	0	5	i	-8	i	i
39	CC(=O)N1c2ccc(S(=O)(=O)N3CCC(C(=O)Nc4cccc(C)c4C)CC3)cc2CC1C (stereo unspecified)	0	i	i	i	1	-1	-1	i	-7	i	i
40	O=C(COc1ncnc2ccccc12)N1CCN(S(=O)(=O)c2ccc(Cl)cc2)CC1	-3	i	i	i	-1	-2	0	i	-15	i	i
41	O=C(CCn1c(=O)oc2ccccc21)N1CCOCC1	x	i	i	i	-2	0	-7	i	-8	i	i
42	COc1ccc(O[C@H]2C=C[C@@H](c3ccccc3)O[C@@H]2COC(=O)CC/C(C)=N/O[C@@H](C)c2cc(-c3c(C)cc(C)cc3C)no2)cc1	x	i	x	i	x	0	x	i	-4	i	i
43	COc1cc2nc(C(C)(C)C)oc(=O)c2cc1OC	-6	i	i	i	3	1	7	i	-8	i	i
44	Cc1ccc2cc(-c3noc(C(C)(C)C)n3)c(=O)[nH]c2c1	1	i	i	i	1	-2	3	i	-9	i	i
45	CCCC(=O)Nc1nc(-c2ccccc2)c(CC)s1	-3	i	i	i	-3	1	2	i	-15	i	i
46	CC1=C(C(=O)OC(C)(C)C)C(c2ccc(Br)cc2)NC(=O)N1CCCC(=O)O (stereo unspecified)	2	i	x	i	-1	4	x	i	-7	i	i
47	CCCCCC(=O)N/N=C/c1ccccc1[N+](=O)[O-]	-1	i	i	i	2	-1	-2	i	-3	i	i
48	CSc1cccc(NC(=S)N2CCCN(Cc3ccccc3F)C2)c1	-3	i	i	i	-2	-2	-9	i	-14	i	i
49	CNc1cc(Cl)nc(SC)n1	0	i	i	i	4	4	1	i	-7	i	i
50	CN(C)CCN(C(=O)c1ccc(C(=O)c2ccccc2)cc1)c1nc2cc3c(cc2s1)OCO3	x	i	i	i	1	-1	-6	i	-13	i	i

The list continues:
entry	canonical_smiles	HDAC3 inh	KCNK9 inh	KCNK3 inh	KCNQ1 block	GSK3 alpha inh	GSK3B inh	Dyrk1A ADPGlo	KCNQ1 act	hERG rescue	PolyA inhibitor	RGS4 act
51	CC(=O)Nc1ccc(NC(=O)CC2CCCC2)cc1	-4	i	i	i	1	x	2	i	-7	i	i
52	O=C(CSc1nncn1-c1ccccn1)Nc1ccccc1Cl	4	i	i	i	0	3	-3	i	-3	i	i
53	CC1(NC(=S)NCCCCCCNC(=S)NC2(C)CCS(=O)(=O)C2)CCS(=O)(=O)C1 (stereo unspecified)	0	i	i	i	-1	3	-2	i	-3	i	i
54	Cc1ccc(OCC(=O)Nc2ccc(-c3nc4ncccc4o3)cc2)c(C)c1	-5	i	i	i	-8	2	-3	i	-3	i	i
55	Cc1ccc(-c2cc3c(N=O)c4ccccc4c-3n[nH]2)cc1	-6	i	i	i	2	5	6	i	-6	i	i
56	Cc1cc(=O)c2cc(NC(=O)c3ccccc3Cl)ccc2[nH]1	-6	i	i	i	-1	-5	-1	i	-3	i	i
57	O=c1c2ccccc2n(Cc2ccccc2F)c(=O)n1Cc1ccccc1F	5	i	i	i	-1	-1	-2	i	-5	i	i
58	CS(=O)(=O)N1CCN(c2ccc(C(=O)NC34CC5CC(CC(C5)C3)C4)cc2[N+](=O)[O-])CC1	1	i	i	i	-2	2	-5	i	-13	i	i
59	CCOC(=O)c1c(C)c(C(=O)NCCOC)c(C)n1CC	0	i	i	i	2	5	7	i	-6	i	i
60	CCOCC(=O)N1CCCC(C(=O)OCC)C1 (stereo unspecified)	0	i	i	i	-3	1	3	i	-12	i	i
61	Cc1cccc(CN2CCCC(C(=O)Nc3ccc(-c4cscn4)cc3)C2)c1 (stereo unspecified)	2	i	i	i	0	-1	-4	i	-10	i	-7.3*
62	CCOc1cc(NC(=S)NCCCN2CCOCC2)c(OCC)cc1NC(=O)c1cccc(C)c1	-2	i	i	i	-2	3	1	i	-5	i	i
63	COc1ccccc1NC(=O)CSc1nnc(-c2ccoc2C)n1CCc1ccccc1	1	i	i	i	-17	-4	4	i	-7	i	i
64	CCOCCn1c(SCc2ccc(F)cc2)nc2c1c(=O)[nH]c(=O)n2C	4	i	i	i	-2	-3	-2	i	-7	i	i
65	Cc1ccc(NC(=O)[C@H](C)NC(=O)C2CCN(C(=O)[C@@H](N)CC(C)C)CC2)cc1	-2	i	i	i	0	6	4	i	-8	x	i

Some entries already given, reduced to KCNK3 inh and PolyA inhibitor:
| item | Molecule | KCNK3 inh | PolyA inhibitor |
| --- | --- | --- | --- |
| 61 | Cc1cccc(CN2CCCC(C(=O)Nc3ccc(-c4cscn4)cc3)C2)c1 (stereo unspecified) | i | i |
| 62 | CCOc1cc(NC(=S)NCCCN2CCOCC2)c(OCC)cc1NC(=O)c1cccc(C)c1 | i | i |
